NOD1 NF-kB reporter = inhibition of NOD1-driven NF-kB reporter – cell-based, luminescence, uHTS, primary screen (AID 1578) | one-dose inhibition, % at 4 µM; EC50 in µM for titrated hits | NOD1-driven NF-kB luciferase reporter cells, luminescence; higher % means a stronger effect | 290,000 tested, 1% active; in the data active = inhibition mostly above about 36%, no sharp cut-off; inactive = mostly below about 34%;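 note: HEK-293T reporter cells stimulated with the NOD1 agonist gamma-tri-DAP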
Dynein cargo inh = dynein cargo transport inhibition; 3617.4 mouse cells, GR-EGFP nuclear translocation imaging; test concentration mostly 20 µM; stimulated with dexamethasone, 1 µM; active compounds read low; z-score, hits read low; 220,000 tested, 0.47% active; AID 1381;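 active = plate z-score of nuclear minus cytoplasmic receptor signal below a set negative limit, without overly bright fluorescence or cell loss, cut at about -3.5 in these data, passing the limit was not always enough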;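 note: z-score of nuclear minus cytoplasmic ring GR-EGFP intensity difference per well; some compounds called inactive have numbers as strong as hits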
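medium = tetracycline-free induction medium containing charcoal-stripped FBS | also added = 1.0 µM final dexamethasone stimulus | schedule = 48 h induction, 1 h compound, 30 min dex at 37 °C | technique = fixed, Hoechst-stained cells imaged at 10x for EGFP | measure = GR-EGFP nuclear translocation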
HEK293 NOD2/NF-kB = NOD2 signaling inhibitors, cell-based, luminescence, uHTS, HEK293 (AID 1566). HEK293 NOD2/NF-kB luciferase reporter, luminescence; higher % means a stronger effect. inhibition, % at 4 µM; hits with a dose series show EC50 in µM. 290,000 tested, 0.63% active; in the data active = inhibition above about 50%; note: many of its hits are not listed in these tables
MT stabilizer = stabilizes microtubules in HeLa cells; HeLa tubulin immunostaining HCS, 24 h; share of cells brighter than vehicle mean+2SD; % tubulin-high responders, % at 10 µM; 200,000 tested, 0.83% active; AID 2205;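 active = plate Z-score above 3 for both tubulin-high and condensed-nucleus cell shares, with cell loss under 80%, at 10 µM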;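 note: anti alpha tubulin signal scored within the nucleus-defined area of each cell; some results filed as inactive read as strong as hits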
b-catenin transl = modulators of beta-catenin nuclear translocation | HeLa beta-catenin nuclear translocation, immunofluorescence imaging | nuclear translocation activity, % at 5 µM | 190,000 tested, 0.3% active | AID 1665;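 active = nuclear translocation activity above 50% at 5 µM, with a well cell count of 50 or more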;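 note: per-cell ratio of nuclear to cytoplasmic median beta-catenin stain intensity; plate controls were DMSO negative control for no effect and GSK-3 inhibitor IX positive control for full effect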
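System: Human HeLa cells, endogenous beta-catenin | Compound dosing: 5 µM primary, 0.02–20 µM confirmation | Timing: 24 h compound exposure at 37°C, 5% CO2 | Measured by: Fluorescence imaging of beta-catenin antibody stain plus DAPI | Read-out basis: % activation of per-cell nuclear versus cytoplasmic median beta-catenin signal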
Insulin prom up = MIN6 insulin promoter up-regulation | z-score at 5 µM | MIN6 insulin promoter-GFP reporter, high-content imaging; active compounds read high | 190,000 tested, 0.3% active;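 active = z-score above 3 at 5 µM with at least 500 cells counted in the well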
Autophagy mod = modulators of autophagy. MEF GFP-LC3 puncta imaging; test concentration mostly 10 µM. calls only at 10 µM (by protocol). 190,000 tested, 0.98% active;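 active = percentage of spot-positive cells more than 3 SD above its plate mean, without a fluorescence outlier flag or 80% toxicity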;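 note: spot-positive cell cutoff set from DMSO-treated cells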
Yfh1-off respiration = enhancers of respiration in Yfh1-depleted yeast, dose response, Friedreich's ataxia, plus single-dose screen (AID 1465); fold induction at 50 µM, or EC50 in µM where a hit was titrated; S. cerevisiae Yfh1-off respiration, WST-1 reduction, 72 h; higher fold induction means a stronger effect; 220,000 tested, 0.074% active;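 active = fold induction of absorbance versus untreated yeast above a set limit, then at least 30% activation at any dose in follow-up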;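 note: activators that raise dye reduction in frataxin-depleted yeast; strong numbers were not always called active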
M17LAP inhibition = P. falciparum M17LAP inhibitors, primary screen, biochemical, fluorogenic H-Leu-NHMec substrate, 1536-well (AID 1619); 220,000 tested, 0.38% active; inhibition, % at 30 µM, or IC50 in µM where a hit was titrated; recombinant M17LAP, H-Leu-NHMec fluorogenic kinetic assay; higher % means a stronger effect;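 active = compound inhibiting the enzyme by more than half at any dose during confirmatory dose-response retesting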;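 note: plate controls were full reaction with DMSO carrier for no effect and no enzyme background for full effect; strong numbers were not always called active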
Dynein cargo inh cytoplasmic EGFP = also measured in Dynein cargo inh; calls as there; z-score; measured here: cytoplasmic GR-EGFP intensity; active compounds read high
Dynein cargo inh nuclear GR-EGFP = also measured in Dynein cargo inh; calls as there; z-score; measured here: nuclear GR-EGFP intensity;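 lower value marks the stronger effect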
Dynein cargo inh cell count = recorded beside Dynein cargo inh, whose call it bears; z-score; measured here: cell count per field
Insulin prom up cell count = second read-out of Insulin prom up, no call of its own (marks repeat the call); cell count; measured here: cytotoxicity, nuclei count;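 total cells summed across four imaged fields per well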
b-catenin transl cell count 5 µM = further read-out of b-catenin transl, marked with its call; cell count; measured here: cell count, cytotoxicity flag
MT stabilizer Hoechst-high % = recorded beside MT stabilizer, whose call it bears; % Hoechst-high responders; measured here: nuclear condensation Hoechst responders;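 share of cells brighter than vehicle mean plus two SD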
MT stabilizer cytotoxicity % = recorded beside MT stabilizer, whose call it bears; toxicity, %; measured here: cytotoxicity by cell density;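 0% = mean cell density of plate MIN control wells and 100% = no cells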
Autophagy mod cell loss 18 h = second read-out of Autophagy mod, no call of its own (marks repeat the call); toxicity, %; measured here: cell loss, nuclei count;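 cell loss after 18 h compound exposure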
An asterisk follows results filed as active; i = inactive; nt = not tested or not shown.

Start of the listing, in advance:
Screens in order – Autophagy mod	NOD1 NF-kB reporter	M17LAP inhibition	b-catenin transl	b-catenin transl cell count 5 µM	Yfh1-off respiration	MT stabilizer Hoechst-high %	Dynein cargo inh	Dynein cargo inh nuclear GR-EGFP	MT stabilizer	HEK293 NOD2/NF-kB	Dynein cargo inh cytoplasmic EGFP	Autophagy mod cell loss 18 h	Dynein cargo inh cell count	MT stabilizer cytotoxicity %	Insulin prom up	Insulin prom up cell count
O=C(COC(=O)c1cccc2ccccc12)Nc1cccnc1Cl
  i	-16.1%	3.9%	0.0	876	i	2.0	0.654	0.127	6.1	9.4%	-0.237	9.5	-0.0992	5.4	0.67	1327
COc1ccc(OC)c(NC(=O)COC(=O)CCCN2C(=O)c3ccccc3C2=O)c1
  i	-26.6%	-14.4%	-0.4	973	i	2.5	0.0781	0.196	2.8	10.5%	-0.142	37.8	0.0349	0.2	-0.03	1335
CC(C)C(NC(=O)c1cccnc1)C(=O)O (stereo not given)
  i	-11.4%	-4.4%	-0.4	1033	i	1.4	0.479	0.37	1.5	-1.0%	-0.335	29.9	0.557	2.4	nt	nt
Cc1ccnc(N2C(=O)c3ccccc3C2Nc2ccc3c(c2)OCCO3)c1 (stereo not given)
  i	-19.8%	-0.2%	nt	nt	i	3.7	0.135	0.332	3.8	3.2%	-0.0762	8.1	-0.556	2.7	0.28	972

Main list (from the top)
Screens in order – Autophagy mod	NOD1 NF-kB reporter	M17LAP inhibition	b-catenin transl	b-catenin transl cell count 5 µM	Yfh1-off respiration	MT stabilizer Hoechst-high %	Dynein cargo inh	Dynein cargo inh nuclear GR-EGFP	MT stabilizer	HEK293 NOD2/NF-kB	Dynein cargo inh cytoplasmic EGFP	Autophagy mod cell loss 18 h	Dynein cargo inh cell count	MT stabilizer cytotoxicity %	Insulin prom up	Insulin prom up cell count
O=C(COC(=O)c1cccc2ccccc12)Nc1cccnc1Cl
  i	-16.1%	3.9%	0.0	876	i	2.0	0.654	0.127	6.1	9.4%	-0.237	9.5	-0.0992	5.4	0.67	1327
COc1ccc(OC)c(NC(=O)COC(=O)CCCN2C(=O)c3ccccc3C2=O)c1
  i	-26.6%	-14.4%	-0.4	973	i	2.5	0.0781	0.196	2.8	10.5%	-0.142	37.8	0.0349	0.2	-0.03	1335
CC(C)C(NC(=O)c1cccnc1)C(=O)O (stereo not given)
  i	-11.4%	-4.4%	-0.4	1033	i	1.4	0.479	0.37	1.5	-1.0%	-0.335	29.9	0.557	2.4	nt	nt
Cc1ccnc(N2C(=O)c3ccccc3C2Nc2ccc3c(c2)OCCO3)c1 (stereo not given)
  i	-19.8%	-0.2%	nt	nt	i	3.7	0.135	0.332	3.8	3.2%	-0.0762	8.1	-0.556	2.7	0.28	972
CSc1nnc(-c2ccccc2)o1
  i	-18.0%	-5.0%	-5.6	1074	i	4.7	-0.787	-0.235	7.2	9.1%	-0.339	1.1	0.384	7.7	0.23	1134
Cc1cccc(C)c1NC(=O)C1=C(O)c2ccccc2N(C)S1(=O)=O
  i	-11.6%	11.6%	-5.8	1219	i	2.0	nt	nt	0.6	4.5%	nt	39.2	nt	9.1	0.46	1895
CCCC(c1nnnn1Cc1ccc(OC)cc1)N1CCN(c2ccccc2OC)CC1 (stereo not given)
  i	-24.0%	4.6%	-0.1	1103	i	2.6	0.185	0.347	2.7	-11.6%	-0.244	4.8	0.0515	7.3	-0.46	1361
COc1ccc(CCNS(=O)(=O)c2ccc3c(c2)CC(C)N3C(C)=O)cc1OC (stereo not given)
  i	18.0%	0.7%	1.2	1324	nt	1.5	0.603	0.0184	8.9	26.6%	-0.396	12.5	-0.226	10.4	0.35	1298
O=C(Nc1nc2c(s1)CCCC2)c1nn(Cc2ccccc2)c(=O)c2ccccc12
  i	15.5%	-16.1%	4.2	447	i	2.7	-0.45	-0.188	3.8	17.7%	-0.0581	4.0	1.09	4.5	-0.44	1192
O=C1CC(N2CCC(c3nc4ccccc4o3)CC2)C(=O)N1Cc1cccs1 (stereo not given)
  i	-19.0%	2.6%	0.3	1169	i	1.7	1.41	0.838	2.1	0.0%	1.23	-0.6	-0.45	6.1	0.37	1177
Cc1ccc(N(C(=O)C(F)(F)F)C(C(=O)NC2CCCCC2)c2ccncc2)cc1C (stereo not given)
  i	-2.4%	10.1%	nt	nt	i	2.2	0.373	0.277	1.6	7.9%	-0.19	-10.1	-0.856	10.6	-0.41	1372
CCOc1ccccc1-c1nc2c(C(C)(C)C)nn(C)c2c(=O)[nH]1
  i	-4.7%	-6.5%	-0.5	1583	i	2.4	-0.627	-0.276	1.2	17.5%	-0.289	1.9	0.924	5.9	nt	nt
COc1cc(C2CC(=O)C=C(O)C2)cc(OC)c1OC (stereo not given)
  i	-11.5%	-11.8%	nt	nt	i	0.9	-0.483	-0.358	1.9	-1.5%	-0.187	6.2	0.367	33.5	-0.16	1199
COc1cccc(C2=CC(c3ccc(N(C)C)cc3)n3ncnc3N2)c1 (stereo not given)
  i	-25.7%	-14.9%	nt	nt	i	1.6	0.623	0.049	3.2	-16.2%	-0.235	15.0	-0.271	4.4	nt	nt
Cn1c(=O)n(C)c2cc(NC(=O)COc3ccc(Cl)cc3)ccc21
  i	-4.7%	-1.5%	-2.4	1045	i	2.0	-0.604	-0.355	4.2	-5.6%	-0.272	40.8	0.0326	0.9	3.02*	1205*

Screens in order – Autophagy mod	NOD1 NF-kB reporter	M17LAP inhibition	b-catenin transl	b-catenin transl cell count 5 µM	Yfh1-off respiration	MT stabilizer Hoechst-high %	Dynein cargo inh	Dynein cargo inh nuclear GR-EGFP	MT stabilizer	HEK293 NOD2/NF-kB	Dynein cargo inh cytoplasmic EGFP	Autophagy mod cell loss 18 h	Dynein cargo inh cell count	MT stabilizer cytotoxicity %	Insulin prom up	Insulin prom up cell count
O=C(CN1C2=NCCCN2c2ccccc21)c1ccc([N+](=O)[O-])cc1
  i	-35.2%	5.0%	1.9	1098	i	2.4	-1.28	-0.837	3.5	17.1%	-0.293	-4.0	1.01	8.1	-0.99	1059
COc1ccc(CCNC(=O)CC2SC(=NCc3ccccc3)NC2=O)cc1 (stereo not given)
  i	-49.8%	-2.3%	0.9	1190	i	1.7	-0.379	-0.256	6.3	-13.6%	-0.341	4.7	0.466	7.2	-0.04	1237
COC(=O)c1sccc1S(=O)(=O)Nc1ccc(S(N)(=O)=O)cc1
  nt	-4.4%	14.3%	-0.4	1333	i	nt	1.81	1.55	nt	18.2%	-0.185	nt	-1.93	nt	nt	nt
Cc1ccc2nc3nc(NCC4CCCO4)c(C(=O)NC4CCCCC4)cc3c(=O)n2c1 (stereo not given)
  i	-20.5%	-33.7%	-0.2	1545	i	2.3	-1.4	-0.425	1.8	2.5%	2.96	51.9	-0.0243	8.5	0.03	1047
Fc1ccc(-c2ccnc3nc(N4CCOCC4)nn23)cc1
  i	17.7%	-29.3%	nt	nt	i	1.2	0.29	-0.616	2.7	0.1%	-0.229	3.3	0.0891	5.2	nt	nt
COc1ccc(CC(=O)N2CCNC2=O)cc1
  i	-0.8%	-3.2%	-4.5	1021	i	1.6	2.48	2.37	4.8	4.5%	-0.122	26.5	-2.56	5.8	-0.08	1755
CC(=O)Nc1cccc(-c2csc(Nc3cccc(C)n3)n2)c1
  i	-40.7%	-4.0%	nt	nt	i	0.9	1.13	0.25	1.7	-181.4%	-0.134	3.7	-0.801	3.0	nt	nt
O=C(Nc1cccc(-c2nnn(CC(=O)N3CCc4ccccc4C3)n2)c1)C1CCC1
  i	1.3%	-4.4%	2.3	1074	i	1.0	0.462	0.63	1.8	13.5%	-0.149	2.9	-0.581	9.8	1.22	852
CCOc1ccc(OCC)c(NC(=O)C2CCCN(c3ncccn3)C2)c1 (stereo not given)
  i	-24.1%	-1.6%	2.9	1117	i	1.1	0.312	0.000459	1.2	-16.7%	-0.228	4.7	0.107	8.5	0.61	783
COc1cccc(OC)c1C(=O)Nn1c(-c2cccs2)nc2ccccc2c1=O
  i	19.9%	12.1%	-0.5	1000	i	1.7	2.08	1.16	2.6	-1.3%	0.00609	0.3	-1.47	10.0	-0.13	1092
CC1(C)CC(=O)C=C(NNC(=O)C2CCCCC2)C1
  i	-26.2%	7.0%	3.1	1020	i	2.8	2.04	0.969	2.6	17.0%	-0.0849	4.6	-2.15	7.5	nt	nt
COc1ccc(NCc2nnc(SCC(=O)N3CCCc4ccccc43)o2)cc1
  i	-11.2%	-5.4%	0.3	816	i	1.8	0.204	-0.0523	5.1	9.1%	-0.376	9.4	0.569	14.2	-0.58	1045
CCOC(=O)c1cnc2ccc(C)cc2c1Sc1ccccc1
  i	26.6%	-5.7%	-0.9	962	i	2.3	-1.72	-0.353	2.3	-0.9%	-0.0302	3.9	0.227	4.4	-0.26	1594
Cc1cccc(S(=O)(=O)C(C#N)c2nc3ccccc3nc2N2CCCC2)c1 (stereo not given)
  i	0.3%	-55.0%	-2.8	1125	i	1.7	0.815	0.656	9.2	11.8%	0.636	12.0	0.737	2.7	-0.19	906
Cc1cccc(C)c1NC(=S)/N=C/N(C)C
  i	2.5%	-3.5%	-0.7	1479	i	1.7	0.0121	0.139	1.6	19.4%	-0.172	4.7	0.25	8.2	0.43	1473
CC(C)NC(=O)CSc1nnc(CNC(=O)OC(C)(C)C)n1C
  nt	22.0%	-5.6%	-0.5	1334	i	nt	2.83	2.63	nt	9.2%	0.00755	nt	-2.41	nt	0.55	1016

This is a subset; rates above refer to the full screens.
